Screens deposited in PubChem BioAssay by National Center for Advancing Translational Sciences (NCATS).
TrxR1 substrate – rat thioredoxin reductase 1 substrate activity. O89049. purified TrxR1 substrate turnover, NADPH consumption readout. Potency, µM (top dose mostly 114 µM), for the others: top-dose activity change, negative = substrate turnover. 390,000 compounds, 0.01% hits. AID 588456; also: potency is read from the fitted curve at half-maximal effect; % is scaled to controls: 0 for no effect and ±100 for the full control effect; nearly all actives have a fitted effect of over 50% in size
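Rat TrxR1, dispensed at 90 nM, was prereduced with 400 uM NADPH (final) for 5 min at ~22 deg C, then incubated with compound 15 min before 400 uM selenite. A first-read NADPH fluorescence drop versus no-compound background flagged substrates.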
D2 antag – antagonizes the human D2 dopamine receptor; P14416; 340,000 compounds, 2% hits; inhibition, % at 10 µM; HEK293 TREx D2 cells, calcium flux, dopamine EC80; in the data active = inhibition above about 30%; also: 0% is about no effect
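Calcium flux kinetic readout in an inducible HEK293 TREx D2 line plated overnight at 30 C. After 180 s compound exposure, an EC80 dopamine challenge follows with another 180 s kinetic read to detect antagonism.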
TrxR1 inh – rat TrxR1 inhibition. O89049. recombinant rTrxR1, NADPH fluorescence consumption, selenite substrate. Potency, µM (doses to about 114 µM), inactives show at the top dose activity change, negative = inhibition, usual class: inhibitors. 390,000 compounds, 1% hits; also: potency is read from the fitted curve at half-maximal effect; % is scaled to controls: 0 for no effect and ±100 for the full control effect; nearly all actives have a fitted effect of over 65% in size
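Rat TrxR1 (90 nM in the dispensed reagent) was pre-reduced with 400 uM NADPH for 5 min at room temperature, then incubated with compound for 15 min. After 400 uM selenite was added, NADPH fluorescence (Ex 340/Em 450 nm) was followed for 8 min.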
Pin1 inh – human Pin1 inhibition; Q13526; Pin1 FP peptide displacement, HiFluor488, 10 min; Potency, µM (doses to about 115 µM), for the others: top-dose activity, negative = inhibition, actives largely listed as inhibitors; 390,000 compounds, 0.009% hits; AID 504891; active = well fitted inhibition curve with a large enough effect in the polarisation, with a control signal flat, not every such curve was filed as active; inconclusive = small, poorly fitted or top-dose-only effect, or effect the other way, or a change in a side signal; inactive = no such curve, though single readings can be large or run the other way; the % refers to the polarisation; also: potency is read from the fitted curve at half-maximal effect; % is scaled to controls: 0 for no effect and ±100 for the full control effect
Target sequence (Q13526 whole entry, looked up): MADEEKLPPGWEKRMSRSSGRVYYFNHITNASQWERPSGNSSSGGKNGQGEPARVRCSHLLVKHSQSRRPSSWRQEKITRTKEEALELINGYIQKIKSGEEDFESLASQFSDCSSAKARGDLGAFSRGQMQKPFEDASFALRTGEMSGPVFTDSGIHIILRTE
TRHR PAM – allosterically enhances the human TRH receptor | enhancement, % at 2 µM | TRHR cells, fluo-8 calcium fluorescence, EC20 TRH enhancement | AID 493056 | 360,000 compounds, 0.66% hits | P34981; in the data active = enhancement above about 30%; also: 0% is about no effect
Target sequence (P34981 whole entry, looked up): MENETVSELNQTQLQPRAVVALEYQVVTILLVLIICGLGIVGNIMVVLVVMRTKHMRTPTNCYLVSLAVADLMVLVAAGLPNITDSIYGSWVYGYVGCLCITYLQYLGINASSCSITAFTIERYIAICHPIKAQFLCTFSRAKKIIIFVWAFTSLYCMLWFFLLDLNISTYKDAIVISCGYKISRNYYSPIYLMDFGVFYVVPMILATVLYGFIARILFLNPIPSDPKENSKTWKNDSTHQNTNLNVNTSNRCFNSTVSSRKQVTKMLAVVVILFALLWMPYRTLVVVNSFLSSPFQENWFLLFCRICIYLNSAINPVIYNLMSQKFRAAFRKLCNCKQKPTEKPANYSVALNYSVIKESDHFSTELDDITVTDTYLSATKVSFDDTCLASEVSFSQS
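TRHR-expressing cells loaded with fluo-8 calcium dye were read kinetically (ex 480/em 530) during compound addition, then stimulated with an EC20 of TRH (10 nM final). Enhancement of the Gq-mediated intracellular calcium response was scored.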
USP1 inh – inhibitors of human USP1/UAF1 deubiquitinase. 390,000 compounds, 0.23% hits. recombinant USP1/UAF1, Ub-Rhodamine cleavage fluorescence. O94782. Potency, µM (highest dose often 57.1 µM), without a hit: at the highest dose activity change, negative = inhibition, usual class: inhibitors; also: potency is read from the fitted curve at half-maximal effect; % is scaled to controls: 0 for no effect and ±100 for the full control effect; nearly all actives have a fitted effect of over 60% in size; inactives centre near -12
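USP1/UAF1 complex at 1 nM was preincubated with compound for 15 min at room temperature, then Ub-Rho substrate (150nM final) was added. Fluorescence (480/540 nm) was read kinetically, 6 reads every 60 seconds.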
TRHR ag – activates the human TRH receptor | P34981 | TRHR cells, calcium flux fluo-8, FDSS agonist mode | activation, % at 2 µM | 360,000 compounds, 0.18% hits; in the data active = activation above about 30%; also: 0% is about no effect
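Steps: seed TRHR cells overnight; add fluo-8 no-wash Ca dye, RT 30 min–1.5 h; record 10 s baseline; pin-transfer compounds; monitor fluorescence 1 cycle/s for the agonist window. Calcium increases flag candidate agonists.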
mIDH1 inhibitor – blocks human mutant IDH1 R132H enzyme. AID 602179. Potency, µM (top dose mostly 76.6 µM), inactives show at the top dose activity change, negative = inhibition, usual class: inhibitors. IDH1-R132H enzyme, NADPH consumption, diaphorase/resazurin fluorescence. 390,000 compounds, 0.093% hits. O75874; also: potency is read from the fitted curve at half-maximal effect; % is scaled to controls: 0 for no effect and ±100 for the full control effect; nearly all actives have a fitted effect of over 65% in size
Target sequence (O75874 whole entry R132H, stated change not applied): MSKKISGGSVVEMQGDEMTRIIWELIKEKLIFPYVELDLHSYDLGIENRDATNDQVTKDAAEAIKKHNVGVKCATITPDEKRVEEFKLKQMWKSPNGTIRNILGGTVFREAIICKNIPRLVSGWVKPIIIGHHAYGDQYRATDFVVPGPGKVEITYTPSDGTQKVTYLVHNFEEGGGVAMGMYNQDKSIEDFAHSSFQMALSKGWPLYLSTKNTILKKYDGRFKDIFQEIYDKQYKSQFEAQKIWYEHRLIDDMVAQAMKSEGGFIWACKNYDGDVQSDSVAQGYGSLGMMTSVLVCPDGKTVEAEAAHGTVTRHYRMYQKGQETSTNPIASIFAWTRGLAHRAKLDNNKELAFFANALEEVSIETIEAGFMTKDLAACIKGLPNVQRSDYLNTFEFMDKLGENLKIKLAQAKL
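IDH1-R132H (0.5 ug/mL) preincubated 30 min with compound, then NADPH (0.016 mM) and alpha-KG (2 mM) added; 80 min at RT, pH 7.5. Remaining NADPH coupled via diaphorase/resazurin to fluorescence (540/590 nm); concentration-response curves normalized to no-enzyme control.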
D2 agonist – activates the human D2 dopamine receptor; P14416; HEK293 T-REx D2 cells, calcium flux agonist mode; activation, % at 2 µM; 340,000 compounds, 0.53% hits;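 active = activation over 3 SD above normal in the single-dose calcium agonist read, cut at about 30% in these data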; also: 0% is about no effect
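Tetracycline-induced HEK293 Trex cells with D2 receptor force-coupled to calcium signaling, plated overnight at 30 C and loaded with no-wash calcium dye. Calcium flux read kinetically for 180 s after compound addition; responses flag agonists.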
An asterisk follows results filed as active; ? = inconclusive; . = not tested or not shown; & = joins results of further samples; [ ] = another dose, or the depositor's remark. Unless noted, calls follow the shape of the dose curve; as a rule, active = well fitted inhibition curve with a large enough effect; inconclusive = small, poorly fitted or top-dose-only effect; inactive = no such curve, though single readings can be large or run the other way.

molecule	TrxR1 substrate	D2 antag	TrxR1 inh	Pin1 inh	TRHR PAM	USP1 inh	TRHR ag	mIDH1 inhibitor	D2 agonist
CN1CCN(S(=O)(=O)c2ccc(C(=O)Nc3ccccc3)cc2)CC1	4%	11	-18%	1%	26	-12%	-0.1	1%	-1.1
CCN(C[C@H]1N[C@@](CC)(C(=O)OC)[C@H]2C(=O)N(Cc3ccccc3)C(=O)[C@@H]12)S(=O)(=O)c1ccc(F)cc1	-4%	.	-10%	2%	.	-26%	.	-4%	.
CCOc1ccc(CCNC(=O)CN2C(=O)NC(CCSC)C2=O)cc1OCC (stereo unspecified)	7%[57.1 µM]	2	8%	-3%	-4	-14%	-0.9	-2%	-0.1
CCn1cc(C(=O)NCCCN(C)C)c(=O)c2cc(F)c(N3CCN(C)CC3)cc21	36%[activator]	1	-2%[57.1 µM]	0%	-1	-10%	-0.2	-4%	-0.1
CC1CCC(NC(=O)c2ccc(NC(=O)c3ccc(=O)[nH]c3)cc2)CC1 (stereo unspecified)	.	-7	.	.	-2	.	0.2	.	0.6
Cc1ccc(NC(=O)C2CCCC2)cc1Cl	1%	.	7%	-18%	.	-8%	.	0%	.
Cc1ccc(NC(=O)c2cc(-c3cccs3)nc3ccccc23)nc1	56%[activator]	-3	14%	12%	-2	-17%	-0.5	6%	3.4
CC(C)C(=O)N1c2ncnn2C2(CCCCC2)[C@@H]2CCCC[C@@H]21	-6%	.	9%	-10%	-4	7%	-0.5	6%	-0.8
N#CCCNS(=O)(=O)c1ccc(C(=O)OCC(=O)Nc2ccc3c(c2)OCO3)cc1	-2%	6	14%	2%	5	-18%	0.3	-2%	-0.3
CCc1ccc2nc3c(c(C(=O)O)c2c1)CCC3	-8%	-22	-11%	-7%	-3	-1%	0.0	14%	-0.3
Cc1ccc2c(Cn3cc(C(F)(F)F)cc(Cl)c3=O)cc(=O)oc2c1	.	-2	.	.	1	.	-0.1	.	1.0
COC(=O)c1ccccc1OS(=O)(=O)N(C)C	-3%	-6	0%	1%	6	-13%	-0.6	-3%	-1.1
COC(=O)c1cc2occc2n1Cc1cccc(C)c1	-9%&-11%	1	-6%&-24%	?	-1&-3	-6%&-4%	-3.3&2.5	5%&19%	-0.8&5.9
C=CCNC(=S)NNC(=O)c1cc(O)ccc1O	0%[57.1 µM]	-13	-14%[57.1 µM]	-11%	-1	-7%	0.5	-7%	0.4
COc1ccc(OC)c(N/C(C)=C/C(=O)c2ccc(Br)cc2)c1	-15%	-4	12%[57.1 µM]	13%	-8	-4%	0.0	-1%	-1.2
COc1cc(/C=C2/NC(=O)NC2=O)cc(Br)c1OCc1ccccc1	5%	4	21%	-2%	-5	-20%	0.6	0%	0.2
CC(=O)N1N=C(c2ccc3nccnc3c2)CC1c1ccccc1 (stereo unspecified)	3%[57.1 µM]	1	-1%[57.1 µM]	0%	0	2%	-0.4	5%	0.4
O=C(O)C1CCCCC1C(=O)Nc1ccccc1Nc1ccccc1 (stereo unspecified)	8%[57.1 µM]	.	23%[57.1 µM]	?	24	-4%	0.0	2%	.
O=C(NC1CCN(C(=O)NC2CCCCC2)CC1)c1cccc(F)c1	11%[57.1 µM]	-15	40%[activator][57.1 µM]	-1%	-2	-3%	0.3	0%	1.1
CCCCCn1c(=S)[nH]c2cc(C(=O)N3CCN(C(=O)OCC)CC3)ccc2c1=O	8%[57.1 µM]	-7	8%[57.1 µM]	-3%	12	-22%	-1.7	23%	-0.8
O=C(NCC12CC3CC(C1)CC(CNC(=O)N1CCCC1)(C3)C2)N1CCCC1	0%[57.1 µM]	1	-6%[57.1 µM]	0%	1	-13%	-0.1	1%	-0.4
O=C(NCc1cccnc1)c1cccc(S(=O)(=O)Nc2ccc(F)cc2)c1	0%	2	7%	-3%	6	-6%	-0.2	-2%	0.7
CCCCNC(=O)C1CCN(Cc2ccc(OCc3ccccc3)c(OC)c2)CC1	0%	1	19%	4%	4	-5%	0.1	-2%	1.2
Cc1ccc2nc(N3CCN(c4cccc(C(F)(F)F)c4)CC3)c3nnnn3c2c1	11%	.	24%	?	6	-23%	0.8	12%	0.5
Cc1ccc(C)c(NC(=S)NCc2ccccc2)c1	3%	4	-5%	-3%	-10	-12%	-0.7	-12%	-0.6

3 compounds picked at random from the list so far, as already listed:
molecule	TrxR1 substrate	D2 antag	TrxR1 inh	Pin1 inh	TRHR PAM	USP1 inh	TRHR ag	mIDH1 inhibitor	D2 agonist
C=CCNC(=S)NNC(=O)c1cc(O)ccc1O	0%[57.1 µM]	-13	-14%[57.1 µM]	-11%	-1	-7%	0.5	-7%	0.4
Cc1ccc(C)c(NC(=S)NCc2ccccc2)c1	3%	4	-5%	-3%	-10	-12%	-0.7	-12%	-0.6
COC(=O)c1cc2occc2n1Cc1cccc(C)c1	-9%&-11%	1	-6%&-24%	?	-1&-3	-6%&-4%	-3.3&2.5	5%&19%	-0.8&5.9

Following part
molecule	TrxR1 substrate	D2 antag	TrxR1 inh	Pin1 inh	TRHR PAM	USP1 inh	TRHR ag	mIDH1 inhibitor	D2 agonist
Cc1ccc([N+](=O)[O-])c2c1C(N1CC(C)OC(C)C1)C(C)(C)O2 (stereo unspecified)	-3%	-27	8%	8%	1	-25%	-0.1	0%	-0.5
Cc1c(O)c(CN(C)C)cc2c1oc(=O)c1ccccc12	-4%	-7	3%	0%	-4	-2%	-0.3	7%	0.0
COC(=O)[C@H](Cc1ccccc1)N1C/C=C\COc2c(Cl)cc(Cl)cc2S1(=O)=O	1%	.	-8%	13%	.	-19%	.	-4%	.
Cc1ccc(C2(C)NC(=O)N(CC(=O)Nc3ccc(S(=O)(=O)Nc4nccs4)cc3)C2=O)cc1 (stereo unspecified)	-5%	-1	6%	6%	-5	-3%	0.1	-5%	-1.1
COc1ccc(C)cc1NC(=O)c1cc2c(s1)-c1ccccc1SC2	10%	.	9%	15%	6	-5%	1.1	.	-0.4
CCOc1ccc(-c2cc(OC(=O)c3ccccc3)c3c(C)oc(C)c3c(=O)c2)cc1	-11%	.	?	-1%	-4	?	0.3	-13%	0.3
COc1ccc(CCN2C(=O)CS/C2=N\NC(=O)c2ccc(C(C)(C)C)cc2)cc1OC	-1%	3	0%	-11%	2	1%	-0.6	1%	1.3
Cc1ccc(NC(=O)CCNS(=O)(=O)c2ccc3[nH]c(=O)oc3c2)c(C)c1	-9%	-15	-8%	-2%	-9	-14%	0.1	-5%	0.4
CCOC(=O)C1=C(C)N=C2SC(CC)C(=O)N2C1c1cccc(F)c1 (stereo unspecified)	-15%	-3	-17%	4%	1	-27%	-0.7	-2%	-1.2
C=CCN1C(=Nc2cccnc2)SCC1(O)c1ccc(C)cc1 (stereo unspecified)	.	3	.	.	-4	.	0.7	.	-0.5
O=CN1CCN(C(=O)c2cc3cc(Cl)ccc3[nH]2)CC1	-8%	0	-6%	2%	19	-17%	0.1	-1%	1.6
CCC(=O)N/C(=N/c1nc(C)cc(C)n1)Nc1ccc(OC)cc1	-2%[57.1 µM]	16	1%[57.1 µM]	-7%	7	-15%	-0.5	5%	-1.1
Cc1ccc(-n2c(C)cc(C(=O)C(=O)Nc3ccccc3)c2C)c(C)c1	-6%	.	9%	2%	0	-23%	-0.6	-3%	0.0
COc1ccc(-c2cc3nc(C)c(CCC(=O)Nc4cccc(C(F)(F)F)c4)c(C)n3n2)c(OC)c1	31%	.	41%[activator]	0%	32*	?	-0.1	-9%	0.0
O=C(Nc1cc2c(cc1Cl)OCCCO2)c1ccccc1	8%[57.1 µM]	-5	-4%[57.1 µM]	2%	1	1%	-0.3	2%	-0.1
CCN(CC)S(=O)(=O)c1nnc(NC(=O)COc2ccccc2)s1	3%	.	17%	-3%	2	-11%	0.6	13%	0.0
COC(=O)c1ccc2c(=O)n(Cc3ccc(C(=O)NCCCN4CCC(C)CC4)cc3)c(=S)[nH]c2c1	-6%	2	-31%	11%	3	-11%	0.3	-17%	-4.6
CCN(CC)S(=O)(=O)c1ccc(-c2nnc(SCC(C)=O)o2)cc1	-12%	16	-15%	-4%	14	-5%	-0.6	-1%	-1.5
COc1ccc(C(=O)Nc2ccc(Cl)cn2)cc1S(=O)(=O)N1CCCC1	-1%	-12	28%	1%	1	-13%	-1.7	-2%	0.1
COc1ccc(/C=N/NC(=O)COc2cccc3ccccc23)c(C(=O)O)c1OC	-11%	-21	-8%	-2%	6	-15%	-1.7	3%	0.2
O=C1CC(c2ccccc2)CC2=C1CN(C1CCCCC1)CN2 (stereo unspecified)	-5%	20	-9%	-1%	-2	-9%	-0.1	-4%	2.3
O=C(NC1CCCN(Cc2ccc(Cl)cc2)C1)c1ccccc1C(F)(F)F (stereo unspecified)	-2%	4	11%	-1%	5	-21%	0.6	0%	-0.6
CN(CC(=O)Nc1ccc(F)cc1[N+](=O)[O-])C1CCS(=O)(=O)C1 (stereo unspecified)	1%	.	11%	3%	.	-19%	.	1%	.
Cc1ccc(NC(=O)c2ccccc2OCC(=O)c2ccccc2)cc1	-14%	-10	-11%	?	-4	-6%	0.6	1%	-1.5
CC(C)COP(=O)(OCC(C)C)C(Nc1ccccc1)c1ccccc1 (stereo unspecified)	0%[57.1 µM]	6	13%[57.1 µM]	4%	-2	-24%	1.8	4%	1.1
O=C(CSc1ccc(-c2ccc(F)cc2)nn1)NCC1CCCO1 (stereo unspecified)	-6%	0	3%	-2%	-14	-23%	0.0	0%	-0.2
CCOC(=O)c1[nH]c(C)c(/C(O)=C2\C(=O)C(=O)N(CCN(C)C)C2c2ccc(C)o2)c1C (stereo unspecified)	-10%	10	?	-6%	9	-11%	0.6	11%	1.1

An excerpt. The share of hits here may be higher or lower than overall.
